# From PubChem BioAssay
# TROY NFkB inh: inhibitors of TROY-dependent NF-kB signaling; Q293 LMP1-TROYcd NF-kB luciferase reporter, 4 h; inhibition, % at 10 µM; 360,000 compounds, 0.98% hits; AID 1347056;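 active = compounds whose plate-normalised and pattern-corrected inhibition of the luciferase reporter signal at the single screening dose is 50% or more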
# LMP1 NFkB inh: reduces LMP1-driven NF-kappaB luciferase signal; LMP1-induced NF-kappaB luciferase reporter cells, luminescence; 350,000 compounds, 0.69% hits; inhibition, % at 12.5 µM; in the data active = inhibition above about 41%;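 note: 0% = neutral control wells and 100% = reference inhibitor control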
# NR5A2 inv ag: NR5A2 inverse agonism in reporter assay; HEK293T StAR-luciferase reporter, LRH-1 transfected, 24 h; AID 602396; inhibition, % at 3.6 µM; O00482; 360,000 compounds, 0.13% hits;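 active = inhibition above the mean inhibition of all tested compounds plus 3 SD, cut at about 73% in these data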;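 note: 0% = DMSO wells and 100% = reporter-only cells lacking LRH-1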
# SRC2 inh: inhibits human steroid receptor coactivator 2 | AID 651957 | 370,000 compounds, 0.17% hits | inhibition, % at 9 µM | Q15596 | HEK293 GAL4-SRC2 luciferase reporter, luminescence;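 active = inhibition above the mean inhibition of all tested compounds plus 3 SD, set per campaign, cut at about 52% in these data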;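 note: 0% = DMSO treated cells and 100% = cells given Gossypol at 36 µM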
# NOD2-RIPK2 inh: inhibitors of human NOD2-RIPK2 interaction | O43353 | CHO BLA complementation NOD2-RIPK2, CCF4 ratio | inhibition, % at 4.98 µM | 360,000 compounds, 0.38% hits | AID 624267; in the data active = inhibition above about 21%;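 note: 0% = vehicle only and 100% = reference blocker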
# Target sequence (O43353 whole entry, looked up): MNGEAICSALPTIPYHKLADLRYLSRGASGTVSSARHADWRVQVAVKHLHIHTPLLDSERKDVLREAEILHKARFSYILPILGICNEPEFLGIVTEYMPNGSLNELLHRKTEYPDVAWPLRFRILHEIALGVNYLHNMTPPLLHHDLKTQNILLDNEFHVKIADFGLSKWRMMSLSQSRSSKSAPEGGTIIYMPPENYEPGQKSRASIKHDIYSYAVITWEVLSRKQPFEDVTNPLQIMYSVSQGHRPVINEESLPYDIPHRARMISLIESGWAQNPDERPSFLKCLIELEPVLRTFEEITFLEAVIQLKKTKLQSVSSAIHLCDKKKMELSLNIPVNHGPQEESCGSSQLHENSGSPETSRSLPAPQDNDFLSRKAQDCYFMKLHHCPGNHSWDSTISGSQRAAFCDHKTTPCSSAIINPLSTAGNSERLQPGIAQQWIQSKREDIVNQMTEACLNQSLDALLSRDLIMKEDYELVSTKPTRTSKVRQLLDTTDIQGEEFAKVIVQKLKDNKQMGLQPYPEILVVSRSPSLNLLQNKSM
# TWEAK Fn14 block: TWEAK-Fn14 signaling inhibition; TWEAK-stimulated Fn14 reporter cells, luciferase luminescence, 8 h; inhibition, % at 10 µM; 360,000 compounds, 2% hits; AID 1159606; in the data active = inhibition above about 50%
# TRAIL sens C8: sensitizes caspase-8 expressing cells to TRAIL. NB7+C8 cells + TRAIL, ATPlite viability luminescence. 360,000 compounds, 1% hits. inhibition (viability loss, TRAIL sensitization), % at 10 µM;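 active = compounds causing at least 50% loss of cell viability in the single-dose screen, relative to plate controls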
# NR2F2 inh: blocks human COUP-TFII nuclear receptor; P24468; HEK293T NGFI-A luciferase reporter, luminescence; inhibition, % at 8.6 µM; 370,000 compounds, 0.7% hits; AID 686940;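 active = inhibition above a per-plate cutoff, mean inhibition of test wells between control levels plus 3 SD, cut at about 38% in these data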;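 note: cells cotransfected with COUP-TFII expression vector driving the NGFI-A reporter; 0% = median of COUP-TF2 test wells and 100% = reporter-only cells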
# Target sequence (P24468 whole entry, looked up): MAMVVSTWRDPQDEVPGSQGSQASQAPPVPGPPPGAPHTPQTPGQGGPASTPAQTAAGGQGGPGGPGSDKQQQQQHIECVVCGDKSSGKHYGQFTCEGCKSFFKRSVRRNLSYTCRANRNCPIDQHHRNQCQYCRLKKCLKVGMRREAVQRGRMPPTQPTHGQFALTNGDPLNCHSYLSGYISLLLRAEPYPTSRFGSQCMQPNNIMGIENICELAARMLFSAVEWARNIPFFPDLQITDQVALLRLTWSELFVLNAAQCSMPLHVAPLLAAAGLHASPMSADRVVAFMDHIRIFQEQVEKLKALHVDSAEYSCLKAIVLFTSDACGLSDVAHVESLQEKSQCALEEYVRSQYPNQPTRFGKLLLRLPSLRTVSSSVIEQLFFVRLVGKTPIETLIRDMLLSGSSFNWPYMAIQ
# SRC1 inh: inhibits human SRC1 coactivator | Q15788 | HEK293 GAL4-SRC1 luciferase reporter, luminescence | inhibition, % at 3.6 µM | 360,000 compounds, 0.12% hits;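 active = inhibition above the campaign mean plus 3 SD, with each screening campaign given its own cutoff, cut at about 60% in these data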;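 note: 0% = DMSO treated cells and 100% = gossypol at 36 µM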
# SRC3 inh: inhibitors of human steroid receptor coactivator 3 (SRC3) | Q9Y6Q9 | HEK293 GAL4-SRC3 luciferase reporter, luminescence | inhibition, % at 3.6 µM | 360,000 compounds, 0.17% hits | AID 588352;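 active = inhibition above a per-campaign cutoff, the mean of all compounds plus 3 SD, cut at about 60% in these data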;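 note: 0% = DMSO-treated cells and 100% = gossypol-treated cells at 36 µM; higher means less SRC3-driven luciferase light from the GAL4 reporter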
# TLR9-MyD88 block: TLR9-MyD88 interaction inhibition. Q9NR96+Q99836. CHO BLA complementation TLR9-MyD88, CCF4 FRET ratio. inhibition, % at 4.98 µM. 340,000 compounds, 0.21% hits;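 active = inhibition above the mean over all tested compounds plus 3 SD, cut at about 21% in these data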;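 note: 0% = DMSO only wells and 100% = clavulanate BLA inhibitor control wells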
# * marks the source's active call; other numbers are inactive results; · = not tested or not shown.
# Results follow in this order: TROY NFkB inh	LMP1 NFkB inh	NR5A2 inv ag	SRC2 inh	NOD2-RIPK2 inh	TWEAK Fn14 block	TRAIL sens C8	NR2F2 inh	SRC1 inh	SRC3 inh	TLR9-MyD88 block
Cn1cc(CN2CCC(n3nccc3NC(=O)c3ccccc3Cl)CC2)c2ccccc21
    -11	-7	9	2	-9	-5	-12	-9	4	-3	11
O=C(OCCOc1ccc(F)cc1)c1ccc(S(=O)(=O)N2CCCC2)cc1
    -14	-3	-1	4	4	-7	7	-5	-16	-11	4
Cc1noc(C)c1-c1ccc(C(=O)NCc2ccco2)c2occc12
    -31	·	21	-61	2	11	3	-70	-4	-14	·
O=C(NCCCN1CCCCC1)c1ccc(CS(=O)c2ccc(Cl)cc2)o1 (stereo unspecified)
    -19	-5	9	-34	6	-4	-8	-3	2	2	-1
CC(C)N1C(=O)C2C(C(=O)NC3CCCCC3)C3C=CC2(O3)C1C(=O)NC1CCCCC1 (stereo unspecified)
    8	-1	6	-2	11	12	-2	-8	-7	3	-6
O=C(NCCc1ccccc1)/C(=C\c1ccc([N+](=O)[O-])cc1)NC(=O)c1ccco1
    -23	2	-6	-5	16	6	5	0	1	0	-6
CN(CC(=O)O/N=C(\N)c1ccc(Br)cc1)S(=O)(=O)c1ccccc1
    -5	-14	-7	-18	-3	-22	5	10	-44	-38	5
CCCCc1ccc(NC(=O)N[C@H](C(=O)O)C(C)C)cc1
    -28	9	2	-15	4	-1	8	-13	-12	5	-3
O=C(Cc1c(F)c(F)c(F)c(F)c1F)OC12CC3CC(C1)C(=O)C(C3)C2
    -19	-3	5	8	5	3	-2	11	9	14	-7
NS(=O)(=O)c1ccc(CCNc2nn3c(-c4ccc(F)c(Cl)c4)cnc3s2)cc1
    42	·	25	12	5	56*	19	35	1	-7	·
COc1ccc(/C=N/NC(=O)c2ccc(O)cc2O)cc1CSc1ccccn1
    14	5	-51	-67	-7	-21	6	8	-12	-25	-2
Cc1ccc(S(=O)(=O)n2nc(-c3ccc(Cl)cc3)nc2NCc2ccco2)cc1
    -41	-6	-19	-64	4	-3	13	-13	-15	-18	1
CCOc1ccc(NC(=S)C(C#N)=C2N(C)c3ccccc3N2C)cc1
    7	-10	-11	34	-8	2	-4	3	5	7	8
N#Cc1nc(-c2cccc3ccccc23)oc1NCCN1CCCCC1
    -13	-14	-17	-40	1	-49	9	-14	-34	-30	-4
CC(=O)NC(Cc1ccccc1)C(=O)N1CCN(C(=S)NCC(C)C)CC1 (stereo unspecified)
    1	-6	5	6	-2	2	-3	14	-2	12	2
CC(=O)C[C@H](O)CC(=O)[C@@H]1OC(=O)[C@@H](C)C/C=C\Cc2ccccc21
    14	-4	-4	6	1	-6	-4	-3	-10	0	-19
Cc1ccc(-c2nnc3sc(C4COc5ccccc5O4)nn23)cc1 (stereo unspecified)
    -8	8	-31	4	1	-7	13	2	8	9	-16
Cc1cc(C)cc(Nc2cc(C)nc3nc(C)nn23)c1
    18	6	-22	-34	1	-14	-13	7	-17	7	-2
COc1cc(C2C(C(=O)c3ccc(C)o3)=C(O)C(=O)N2Cc2cccnc2)ccc1O (stereo unspecified)
    ·	3	15	4	-10	2	0	1	5	11	-8
CC(=O)c1cccc(CN2CCN(C3CCCC3)C(CCO)C2)c1 (stereo unspecified)
    -2	3	15	-8	-1	-6	-8	-17	4	8	5
O=CNC(Cc1ccccc1)C(=O)O (stereo unspecified)
    -20	-3	9	1	0	8	2	2	-5	9	-5
C/C(=N\NC(=O)C1(C)CC1(Br)Br)c1cccc(NC(=O)C2CCC2)c1 (stereo unspecified)
    15	1	7	-11	6	19	0	-7	7	20	2
Cc1ccc(S(=O)(=O)Nc2ncc(C(F)(F)F)cc2Cl)cc1
    -7	-54	10	17	3	-14	2	12	7	6	4
CCCNC(=O)C1(C)CCN(C(=O)/C=C/c2ccccc2)C1 (stereo unspecified)
    -1	·	-14	-28	1	-1	-23	-6	17	0	·
COc1ccc(C(=O)CSc2nnc(-c3ccco3)o2)cc1
    0	14	6	-3	-7	1	-2	1	3	-10	2
CCOC(=O)N1CCN(C(=O)C2CCN(S(=O)(=O)c3cc(Cl)ccc3OCC)CC2)CC1
    -19	7	5	-11	-3	-3	10	-12	10	18	-9
Cc1cccc(NC(=O)CN2CCN(C(=O)c3cc(C4CC4)nn3-c3ccccc3)CC2)c1C
    -10	-10	-20	0	-2	10	-7	-12	-7	16	-1
CCC(OC(=O)c1cccs1)C(=O)NCc1ccc2c(c1)OCO2 (stereo unspecified)
    1	-12	-13	3	-2	17	0	-8	-6	2	12
CC1(C)CC(=O)C(C=Nc2ccccc2)=C(O)C1
    -50	1	-2	-8	-62	-15	-1	-18	-21	6	-1
Cc1ccc(CNC(=O)CCCN2C(=S)NC(C)(C)CC2C)cc1 (stereo unspecified)
    5	-2	-8	-10	-1	-6	12	8	-2	14	-3
Cc1nn(CCCC(=O)Nc2nccs2)c(C)c1[N+](=O)[O-]
    5	-3	-7	-14	-6	2	-2	-12	6	-1	0
CCN(CC)C(=O)CSc1nc(O)c(Cc2ccccc2)c(=O)n1-c1ccccc1
    7	-4	-9	-11	12	-2	13	2	-20	1	19
O=C(Cn1cnc2ccccc21)Nc1ccc2c(c1)OCCCO2
    8	17	10	10	-5	15	9	39*	6	5	-14
CC(NC(=O)C1CCCN(C(=O)N(C)C)C1)c1ccccc1 (stereo unspecified)
    -3	-6	19	3	-10	-3	-3	-3	-5	22	-6
COc1ccc2c(c1)c(C(C)=O)c(C)n2-c1ccccc1OC
    -3	3	17	4	-8	13	-9	-15	-13	18	-11
COC(=O)c1[nH]c2ccc(F)cc2c1NC(=O)CCN1CC(C)OC(C)C1 (stereo unspecified)
    -3	-2	1	-22	-4	-1	11	4	-21	-6	-1
COc1ccc(-c2cc(CCCC(=O)NCCc3ccc(OC)cc3OC)no2)cc1
    -8	5	17	5	-6	12	1	-2	-2	-19	-12
CC(C)S(=O)(=O)c1csc(C(=O)NNC(=O)Nc2ccccc2)c1Cl
    21	2	-14	-6	-1	-7	-5	4	-8	5	-8
O=C(COC(=O)CNC(=O)c1ccc(Cl)cc1Cl)NNC(=O)c1ccccc1F
    -8	-7	15	-3	6	-19	-13	2	2	-8	-6
Oc1ccc(/C=N/Nc2cc(N3CCOCC3)nc(N3CCOCC3)n2)cc1
    50	-20	15	-1	-2	19	6	-17	-4	5	3
COc1ccccc1-c1coc2c(CN3CCC(C)CC3)c(O)ccc2c1=O
    3	2	6	-26	2	-1	2	1	-18	-5	-7
COc1ccc(Cl)cc1C(=O)NCCc1ccc(S(=O)(=O)NC(=O)NC2CCCCC2)cc1
    -7	1	-13	-5	-5	-2	9	19	-8	10	7
C[n+]1c(/C=C/c2ccc3c(c2)OCO3)ccc2ccccc21
    81*	28	13	-19	-11	82*	-1	26	13	17	-7
CCCCCCSc1ccc([C@@H]2[C@H]3C(=O)N(CC)C(=O)[C@H]3[C@]3(C(=O)OC)CCCCN23)cc1
    16	15	5	0	-4	7	21	23	16	15	1
CCc1nc2ccc(C(=O)N(C)Cc3ccco3)cn2c1N(CC)Cc1cccc(Br)c1
    0	·	6	4	10	-18	14	29	18	4	·
O=C(Nc1ccccc1)N1CCSc2ccccc21
    -15	9	-11	-13	-14	-8	-2	13	5	6	-3
CCc1nc2cc(CC(=O)O)ccc2o1
    21	-1	12	7	-12	-9	-15	-6	-9	-17	-2
Cc1cc(C)c(S(=O)(=O)NCC(=O)NCc2ccccn2)c(C)c1
    -1	-3	-2	-5	-5	14	-4	13	7	13	7
Cc1cc[n+](CC(=O)c2cccs2)cc1
    -9	14	21	-16	-2	9	6	10	3	10	8
O=C(Cc1ccc(Cl)cc1)Nc1ccc(S(=O)(=O)Nc2ncccn2)cc1
    17	-1	0	-9	-13	8	-2	7	-2	8	0

# Following part:
# Results follow in this order: TROY NFkB inh	LMP1 NFkB inh	NR5A2 inv ag	SRC2 inh	NOD2-RIPK2 inh	TWEAK Fn14 block	TRAIL sens C8	NR2F2 inh	SRC1 inh	SRC3 inh	TLR9-MyD88 block
Cc1c(Nc2nc3ccccc3nc2NS(=O)(=O)c2cccs2)c(=O)n(-c2ccccc2)n1C
    -14	-2	-3	-13	2	-3	-7	-21	5	10	-1
CCCS(=O)(=O)NC(=O)C1(C)CCN(C(=O)c2cc(C)nn2C(C)(C)C)C1 (stereo unspecified)
    -4	·	-12	0	13	-2	-10	-14	-15	-22	·
O=C(c1ccc2c(c1)N(Cc1ccc(F)cc1)CCS2)N1CCOCC1
    -41	-3	14	3	2	9	10	2	4	-31	-4
CCc1nc(SCC(=O)OC)c2c3c(sc2n1)COC(C)(C)C3
    -40	7	2	-8	0	-15	-2	13	4	0	-4
OC(c1ccc(F)cc1)c1nc(-c2cccc(F)c2)cs1 (stereo unspecified)
    -64	·	-17	-31	2	-7	-22	-22	-18	-32	·
Nc1nonc1-c1nc2ccccc2n1CC(=O)O
    -5	-16	-7	4	-8	-2	10	-8	-5	14	3
CCCN(CC(=O)Nc1ccccc1C)C(=O)C1CC(=O)N(c2ccc(CC)cc2)C1 (stereo unspecified)
    8	-2	2	1	-15	-1	2	-8	2	21	-14
Cc1ccc(NC(=O)CSc2ccc3c(c2)OCCO3)c(O)c1
    27	27	45	18	12	26	21	39*	-3	31	8
CC(C)NC(=O)N(C)C[C@H]1Oc2ccc(NC(=O)CCC(F)(F)F)cc2C(=O)N([C@H](C)CO)C[C@@H]1C
    -3	-1	0	-26	-13	0	-9	1	-6	-1	-5
CCOC(=O)c1cc(S(=O)(=O)NC2CCN(C(=O)OCC)CC2)cn1C
    -11	1	0	-11	-5	17	7	14	-7	24	7
Cc1cc(=O)[nH]c(NN=C2C3CC4CC(C3)CC2C4)n1
    8	0	-8	11	-6	-4	-21	-2	-14	11	-1
CCN(CC)S(=O)(=O)c1ccc(C(=O)OCCN2C(=O)CCC2=O)cc1
    -6	5	-2	-14	-7	1	5	-2	-4	15	-5
CC(C)(C)C(=O)c1sc(Nc2ccccc2)nc1N
    -53	-29	-83	-22	13	2	30	-44	-93	-64	10
O=[N+]([O-])c1ccc(O)c(Nc2c([N+](=O)[O-])ccc3nonc23)c1
    26	8	2	19	14	3	-9	-3	8	-13	-6
O=C(c1ccco1)N1CCN(c2ccc(Cl)c(Cl)c2)CC1
    -48	-9	-39	8	-2	-17	6	-21	-17	-27	6
COc1cccc2c1c(NC(=O)Nc1ccc(F)cc1F)nn2C
    -16	6	16	-15	3	7	9	-11	6	2	8
Cc1csc(NC(=O)Cc2nn(C)c(=O)c3ccccc23)n1
    13	8	7	13	2	16	17	45*	2	10	-8
COc1ccc(CCC(=O)Nc2ccc(-c3noc(-c4ccc(OC)c(OC)c4)n3)cc2)cc1
    -20	-56	-20	-15	0	-13	3	6	-46	-64	4
CCN(CC(=O)Nc1ccc(N2CCOCC2)cc1)Cc1nc2ccccc2c(=O)[nH]1
    -3	4	28	-16	7	-8	-17	2	-10	7	0
Cc1cc(=O)n2ncnc2n1COCCO
    -9	7	6	-10	-7	7	-4	10	-2	1	-3
C=CCN(c1ccc(C(N)=O)cc1)S(C)(=O)=O
    ·	-3	-9	11	1	41	1	-7	4	4	11

# These rows are one share of the data. The share of hits here may be higher or lower than overall.
